Screening data (PubChem)
FXIIa single: human FXIIa protease inhibitors, primary screen, biochemical, single well; purified human FXIIa, AMC substrate fluorescence, 2 h; inhibition, % at 10 µM; 33,000 compounds, 0.2% hits; Coagulation factor XII (Homo sapiens), P00748; AID 701, 2007; in the data active = inhibition above about 30%;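 note: 0% = enzyme with vehicle only and 100% = no enzyme blank; many of its hits are not listed in these tables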
FXIa single inh: human FXIa protease inhibitors, primary screen, biochemical, single compound per well; inhibition, % at 10 µM; purified human FXIa, fluorogenic AMC substrate cleavage; Coagulation factor XI (Homo sapiens), P03951; AID 687, 2007; 33,000 compounds, 0.3% hits;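 active = inhibition above 40% in the primary screen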;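 note: 0% = enzyme without compound and 100% = blank wells lacking enzyme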
Target sequence (P03951 19-387 limits assumed): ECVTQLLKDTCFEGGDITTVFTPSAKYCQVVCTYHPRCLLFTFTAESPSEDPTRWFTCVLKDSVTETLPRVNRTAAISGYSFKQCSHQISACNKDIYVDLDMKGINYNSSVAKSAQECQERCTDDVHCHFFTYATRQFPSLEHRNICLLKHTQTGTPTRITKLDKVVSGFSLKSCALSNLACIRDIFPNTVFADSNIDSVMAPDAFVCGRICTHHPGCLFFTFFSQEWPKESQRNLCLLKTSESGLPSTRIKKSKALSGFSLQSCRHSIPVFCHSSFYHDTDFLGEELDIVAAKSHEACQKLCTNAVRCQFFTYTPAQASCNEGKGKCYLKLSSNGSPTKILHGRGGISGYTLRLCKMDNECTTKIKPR
Target sequence (P03951 388-625 limits assumed): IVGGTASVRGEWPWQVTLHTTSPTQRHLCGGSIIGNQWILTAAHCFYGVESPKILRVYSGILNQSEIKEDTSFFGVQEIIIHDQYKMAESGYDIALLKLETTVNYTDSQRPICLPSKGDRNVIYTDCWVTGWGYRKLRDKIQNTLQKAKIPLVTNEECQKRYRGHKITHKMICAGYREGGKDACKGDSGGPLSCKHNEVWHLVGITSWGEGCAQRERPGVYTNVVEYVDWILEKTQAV
Numbers without * were called inactive. This is a subset; the hit share may differ from the screen's.

For O=C(NC(C(=O)N/N=C/c1cccc2ccccc12)c1n[nH]c(=O)c2ccccc12)c1ccccc1 (stereo not drawn) the results were FXIIa single -3 and FXIa single inh -6.
Cc1ccccc1S(=O)(=O)Nc1nc2ccccc2nc1N1CCOCC1 was read as FXIIa single 6 and FXIa single inh 9.
Screening Clc1ccc(COc2ccccn2)cc1Cl returned FXIIa single 5 and FXIa single inh 4.
Screening CC(=O)N(C)c1ccc(NC(=O)C(F)(F)F)cc1 returned FXIIa single 6 and FXIa single inh -1.
Screening Cc1oc(-c2ccccc2)cc1C(=O)Nc1ccc(N(C)C)cc1 returned FXIIa single 3 and FXIa single inh -7.
Screening CCOC(=O)/C(C#N)=C\C=C1C=CN(C)C=C1 returned FXIIa single -12 and FXIa single inh 29.
For CCOc1ccc(-c2nnn(CC(=O)Nc3ccccc3OC)n2)cc1OCC the results were FXIIa single 4 and FXIa single inh -3.
`O=c1c2[nH]c3ccccc3c2ncn1Cc1ccco1` gave FXIIa single 2 and FXIa single inh -8.
`O=C(Oc1cccc(NC(=O)c2ccco2)c1)c1cccc(S(=O)(=O)N2CCCCC2)c1` gave FXIIa single 5 and FXIa single inh 0.
Screening O=C(OCc1nnc(-c2ccccc2)o1)c1cn(-c2ccccc2)nc1-c1ccccc1 returned FXIIa single 4 and FXIa single inh 7.
For O=S(=O)(Nc1ccccc1Cl)c1ccc(F)cc1 the results were FXIIa single 4 and FXIa single inh -6.
Screening CC(C)Sc1nc2ccccc2n1CC(=O)NCc1ccc2c(c1)OCO2 returned FXIIa single -2 and FXIa single inh -10.
O=C(O)c1c[nH]c2cc(C(F)(F)F)ccc2c1=O was read as FXIIa single 3 and FXIa single inh 5.
CCN1CCN(CCCCOc2ccccc2F)CC1 was read as FXIIa single 3 and FXIa single inh -1.
For Cn1c(=O)c2c(SCc3c(F)cccc3Cl)nc(CC(C)(C)C)nc2n(C)c1=O the results were FXIIa single 2 and FXIa single inh 2.
CCCCC1CCC(C(=O)Nc2ccc(S(=O)(=O)Nc3nccs3)cc2)CC1 (stereo not drawn) was read as FXIIa single 10 and FXIa single inh -6.
Cc1cc(C)nc(Nc2n[nH]c(Cc3ccccc3)n2)n1 was read as FXIIa single -20 and FXIa single inh 2.
For CCOC(=O)N1CCC(Nc2nc(OC)nc(OC)n2)CC1 the results were FXIIa single 9 and FXIa single inh 7.
Screening O=C(Nc1cc(C(F)(F)F)ccc1N1CCOCC1)c1cccnc1Cl returned FXIIa single 6 and FXIa single inh -2.
For CC(=O)c1ccc(OC(=O)N(c2ccccc2)c2ccccc2)cc1 the results were FXIIa single -1 and FXIa single inh 1.
Screening CCOC(=O)N1CCC(NC(=O)c2ccc3c(c2)N(Cc2ccc(F)cc2)CCS3)CC1 returned FXIIa single 0 and FXIa single inh 1.
For Cc1sc2ncnc(NCC3(N4CCOCC4)CCCCC3)c2c1C the results were FXIIa single 5 and FXIa single inh 6.
Screening CC1CCCC(NC(=O)CN2CCN(Cc3ccc(Cl)cc3)C2=O)C1C (stereo not drawn) returned FXIIa single 1 and FXIa single inh -6.
`CCC(C)NS(=O)(=O)c1ccc(OCC(=O)Nc2ccc3c(c2)OCCO3)cc1` (stereo not drawn) gave FXIIa single 4 and FXIa single inh 9.
For Cn1c(CN2CCCCC2)nc2cc(NC(=O)c3cccc(Br)c3)ccc21 the results were FXIIa single 6 and FXIa single inh -13.
CCc1ccc2c(CC(=O)Nc3nnc(C4CC4)s3)coc2c1 was read as FXIIa single 4 and FXIa single inh -3.
Screening CCC(C)(C)C1CCc2c(sc(NC(=O)c3ccoc3C)c2C(N)=O)C1 (stereo not drawn) returned FXIIa single -7 and FXIa single inh -6.
For CCCC/S(CC1CC1(Cl)Cl)=N\S(=O)(=O)c1ccc(C)cc1 (stereo not drawn) the results were FXIIa single 5 and FXIa single inh -13.
For CCOC(=O)C(=O)Nc1ccccc1C(N)=O the results were FXIIa single 6 and FXIa single inh -8.
`CCCCc1nc2ccccc2c(=O)n1NC(=O)c1c(O)c2cccc3c2n(c1=O)CCC3` gave FXIIa single -4 and FXIa single inh -2.
Cc1ccc(S(=O)(=O)N2CCN(S(C)(=O)=O)CC2)cc1 was read as FXIIa single 4 and FXIa single inh -6.
COc1ccccc1CNC(=O)CC(C)C was read as FXIIa single 7 and FXIa single inh 2.
For CC(C)(C)c1cc(OC(=O)c2ccncc2)ccc1O the results were FXIIa single 6 and FXIa single inh 1.
For CCSc1nc(N2CCCCC2)c2c(c1C#N)CCCC2 the results were FXIIa single 4 and FXIa single inh -4.
Cc1ccc(NC(=O)C2CCCN(S(=O)(=O)c3c(C)noc3C)C2)cc1F (stereo not drawn) was read as FXIIa single 7 and FXIa single inh -3.
`NNC(=O)C1=NOC(CNc2ncc(C(F)(F)F)cc2Cl)C1` (stereo not drawn) gave FXIIa single -1 and FXIa single inh -5.
For COc1ccc(-c2cc(C#N)nc(N3CCNCC3)n2)cc1 the results were FXIIa single 5 and FXIa single inh 1.
Screening CCCCCCCCCCS(=O)(=O)N/N=C/c1ccc([N+](=O)[O-])cc1 returned FXIIa single 3 and FXIa single inh 2.
For COc1ccc(-n2c(=O)[nH]cc(C(=O)N3CCc4ccccc43)c2=O)cc1 the results were FXIIa single 2 and FXIa single inh 0.
CCOC(=O)c1[nH]c2cc(OC)c(OC)cc2c1NC(=O)C(C)N1CCN(Cc2ccccc2)CC1 (stereo not drawn) was read as FXIIa single -5 and FXIa single inh -4.
`CCC(C)Nc1nc2c(c(=O)n(C)c(=O)n2C)n1Cc1cccc(C)c1` (stereo not drawn) gave FXIIa single 8 and FXIa single inh 2.
`CCCCN(C)C1=Nc2cccc3cccc1c23` gave FXIIa single 6 and FXIa single inh -10.
For COC(=O)COc1ccc(S(=O)(=O)N2CCc3ccccc3C2)cc1 the results were FXIIa single 2 and FXIa single inh -7.
For Cc1ccc(NC(=O)c2cc(C)nn2-c2ccccc2)cc1 the results were FXIIa single 2 and FXIa single inh 2.
`CCOc1cc(C2C3=C(CCCC3=O)Nc3nc(C(=O)OC)nn32)ccc1OC` (stereo not drawn) gave FXIIa single 11 and FXIa single inh 3.
CS(=O)(=O)N(Cc1ccc(Cl)cc1)c1ccc(C(=O)N2CCN(c3ccccc3)CC2)cc1 was read as FXIIa single 2 and FXIa single inh -7.
For Cc1sc2ncnc(N3CCN(CCOc4ccc(Cl)cc4)CC3)c2c1C the results were FXIIa single -3 and FXIa single inh -7.
For O=C1CN(C(=O)c2ccc(Br)o2)C(c2ccccc2)c2cc(Br)ccc2N1 (stereo not drawn) the results were FXIIa single 5 and FXIa single inh 10.
For O=C(OCC(=O)N1CCc2ccccc21)c1cccnc1Cl the results were FXIIa single 5 and FXIa single inh -11.
CSc1cc(-c2ccccc2)n(Cc2c(Cl)cccc2Cl)c(=O)c1C#N was read as FXIIa single 0 and FXIa single inh -2.
CCCS(=O)(=O)NCc1cn2cccc(C)c2n1 was read as FXIIa single 0 and FXIa single inh -2.
`C=C(C)CSc1nc2nc(C)c(Br)cc2[nH]1` gave FXIIa single 4 and FXIa single inh -5.
`S=C1NCCOCCOCCOCCN1` gave FXIIa single 2 and FXIa single inh 9.
Screening COc1ccc(-c2nc(Cn3c(SCc4ccccc4F)nc4ccncc43)c(C)o2)cc1 returned FXIIa single 5 and FXIa single inh 11.
For CCOC(=O)c1ccc2c(c1)nc(SC/C(O)=C(\C#N)c1nc3ccccc3[nH]1)n2CC the results were FXIIa single 6 and FXIa single inh 2.
Cc1cc(C)nc(-n2nc(C)cc2NC(=O)CN2CCc3ccccc3C2)n1 was read as FXIIa single 0 and FXIa single inh 0.
For COC(=O)C1=C(C)NC(=S)N(C(C)=O)C1c1ccccc1 (stereo not drawn) the results were FXIIa single -1 and FXIa single inh -6.
For C=C(C)c1cccc(C(C)(C)NC(=O)N(Cc2ccccc2)Cc2ccco2)c1 the results were FXIIa single 4 and FXIa single inh -7.
Screening Cc1nc([N+](=O)[O-])c(Br)n1CC(=O)c1ccc(Br)cc1 returned FXIIa single 6 and FXIa single inh 8.
C=CCc1cccc2cc(C(=O)OCC(=O)c3ccccc3)c(=O)oc12 was read as FXIIa single 8 and FXIa single inh -4.
`CCOC(=O)c1c(NC(C)=O)sc2c(OC(C)=O)cccc12` gave FXIIa single 10 and FXIa single inh -4.
Cn1c(=O)[nH]c(=O)c2c1nc(Sc1ncccn1)n2CCCc1ccccc1 was read as FXIIa single 4 and FXIa single inh 2.
Screening CCOC(=O)C1CCCCN1Cc1cccc(F)c1 (stereo not drawn) returned FXIIa single -7 and FXIa single inh 0.
Screening CCCCCn1c(CNC(C)=O)nc2ccccc21 returned FXIIa single 3 and FXIa single inh -5.
Screening N#Cc1ccc(Oc2nc(C(N)=O)cc(-c3ccccc3)n2)cc1 returned FXIIa single 4 and FXIa single inh 5.
`COc1cccc(N2CC34C=CC(O3)C(C(=O)O)C4C2=O)c1` (stereo not drawn) gave FXIIa single 2 and FXIa single inh -2.
`CCOC(=O)c1c(NC(=O)c2cccs2)sc(C(=O)N(C)C)c1C` gave FXIIa single -4 and FXIa single inh -1.
For CC(C)Cn1c(-c2nn(C)cc2Cl)n[nH]c1=S the results were FXIIa single 5 and FXIa single inh 2.
Screening O=c1sc2ccccc2n1COc1ccc(Cl)cc1 returned FXIIa single -8 and FXIa single inh -3.
C=CCOC(=O)C1=C(C)NC(SCC(=O)N(CC)CC)=C(C#N)C1c1ccco1 (stereo not drawn) was read as FXIIa single 1 and FXIa single inh 2.
For O=C(NCCCn1ccnc1)c1cn(-c2ccccc2)nc1-c1ccccc1 the results were FXIIa single 0 and FXIa single inh 4.
For CC(C)CCOCC1CC2(CC(C)(c3csc(N)n3)OC2=O)C(=O)O1 (stereo not drawn) the results were FXIIa single -16 and FXIa single inh 1.
Screening CCOC(=O)CNC(=O)c1sc(NC(=O)c2ccccc2)nc1C returned FXIIa single 5 and FXIa single inh 2.
For Cc1c(-c2ccccc2)nc(N)c(C#N)c1-c1cccs1 the results were FXIIa single 1 and FXIa single inh 0.
`O=C(O)c1c[nH]c(=S)n1-c1ccc(F)cc1` gave FXIIa single 6 and FXIa single inh -9.

Taken from above, 2 compounds:
For O=C1CN(C(=O)c2ccc(Br)o2)C(c2ccccc2)c2cc(Br)ccc2N1 (stereo not drawn) the results were FXIIa single 5 and FXIa single inh 10.
For O=C(OCC(=O)N1CCc2ccccc21)c1cccnc1Cl the results were FXIIa single 5 and FXIa single inh -11.

An excerpt taken from the entries so far, for reference:
For C=C(C)c1cccc(C(C)(C)NC(=O)N(Cc2ccccc2)Cc2ccco2)c1 the results were FXIIa single 4 and FXIa single inh -7.
Screening Cc1nc([N+](=O)[O-])c(Br)n1CC(=O)c1ccc(Br)cc1 returned FXIIa single 6 and FXIa single inh 8.
C=CCc1cccc2cc(C(=O)OCC(=O)c3ccccc3)c(=O)oc12 was read as FXIIa single 8 and FXIa single inh -4.
`CCOC(=O)c1c(NC(C)=O)sc2c(OC(C)=O)cccc12` gave FXIIa single 10 and FXIa single inh -4.
Cn1c(=O)[nH]c(=O)c2c1nc(Sc1ncccn1)n2CCCc1ccccc1 was read as FXIIa single 4 and FXIa single inh 2.
Screening CCOC(=O)C1CCCCN1Cc1cccc(F)c1 (stereo not drawn) returned FXIIa single -7 and FXIa single inh 0.
Screening CCCCCn1c(CNC(C)=O)nc2ccccc21 returned FXIIa single 3 and FXIa single inh -5.
Screening N#Cc1ccc(Oc2nc(C(N)=O)cc(-c3ccccc3)n2)cc1 returned FXIIa single 4 and FXIa single inh 5.
`COc1cccc(N2CC34C=CC(O3)C(C(=O)O)C4C2=O)c1` (stereo not drawn) gave FXIIa single 2 and FXIa single inh -2.
`CCOC(=O)c1c(NC(=O)c2cccs2)sc(C(=O)N(C)C)c1C` gave FXIIa single -4 and FXIa single inh -1.
For CC(C)Cn1c(-c2nn(C)cc2Cl)n[nH]c1=S the results were FXIIa single 5 and FXIa single inh 2.
Screening O=c1sc2ccccc2n1COc1ccc(Cl)cc1 returned FXIIa single -8 and FXIa single inh -3.
C=CCOC(=O)C1=C(C)NC(SCC(=O)N(CC)CC)=C(C#N)C1c1ccco1 (stereo not drawn) was read as FXIIa single 1 and FXIa single inh 2.
For O=C(NCCCn1ccnc1)c1cn(-c2ccccc2)nc1-c1ccccc1 the results were FXIIa single 0 and FXIa single inh 4.
For CC(C)CCOCC1CC2(CC(C)(c3csc(N)n3)OC2=O)C(=O)O1 (stereo not drawn) the results were FXIIa single -16 and FXIa single inh 1.

Additional compounds follow.
For COC(=O)c1[nH]c2cc(OC)ccc2c1NC(=O)CN1CCC(C(N)=O)CC1 the results were FXIIa single 3 and FXIa single inh 6.
For Cn1c(/C=N/c2nc3ccccc3[nH]2)nc2ccccc21 the results were FXIIa single 14 and FXIa single inh 1.
Screening COc1ccc(C2(CNC(=O)Cc3ccc(OC)c(OC)c3)CCOCC2)cc1 returned FXIIa single 10 and FXIa single inh -12.
Screening CCC(CC)C(=O)Nc1cc(NC(=O)C(CC)CC)cc(C(=O)O)c1 returned FXIIa single 2 and FXIa single inh 2.
For CCCn1nnc(NC(=O)c2ccc(OCC)c(Cl)c2)n1 the results were FXIIa single -12 and FXIa single inh 3.
CCOC(=O)c1cnc(SCC(=O)Nc2cc(OC)ccc2OC)nc1N was read as FXIIa single 6 and FXIa single inh 10.
`CCCNC(=O)c1cccc(COCC(F)(F)F)c1` gave FXIIa single 7 and FXIa single inh -4.
For Cn1cc(SCC(=O)N2CCOCC2)c2ccccc21 the results were FXIIa single 3 and FXIa single inh 6.
Cc1ccc(S(=O)(=O)Nc2c(C)n(C)n(-c3ccccc3)c2=O)cc1 was read as FXIIa single -3 and FXIa single inh 3.
For CN(C)CC(=O)Nc1ccc(S(N)(=O)=O)cc1 the results were FXIIa single -11 and FXIa single inh -18.
Screening Cc1noc(C)c1S(=O)(=O)NCCN1CCN(c2ccccc2)CC1 returned FXIIa single 5 and FXIa single inh 10.
CC(C)(C)c1ccccc1OCC(=O)NCCC(=O)O was read as FXIIa single 5 and FXIa single inh 0.
Screening O=C(Nc1cccnc1Cl)c1cc(-c2ccco2)on1 returned FXIIa single 16 and FXIa single inh -11.
